Lipid storage S3 – qHTS Assay for Lipid Storage Modulators in Drosophila S3 Cells; Drosophila S3 cells, BODIPY lipid droplet fluorescence, 18-24 h; cells fed with added oleic acid; Potency in µM for hits, for the others lipid storage change, negative = inhibition, % at the top dose, mostly 46.1 µM; 320,000 tested, 0.64% active; AID 2685, 2010; active means well fitted inhibition curve with a large enough effect in the signal ratio, with a control signal flat, not every such curve was filed as active; inconclusive means small, poorly fitted or top-dose-only effect, or effect the other way, or a change in a side signal; the % refers to the signal ratio
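Drosophila S3 cells loaded with oleic acid (400 uM, as added) and compounds at several concentrations; lipid droplets imaged by 488-nm laser-scanning cytometry, 500–530 nm intensity and object ratio to cell channel. Percent activity normalized to 20 uM Triacsin C.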
Lipid storage S3 cell count max – also measured in Lipid storage S3; calls as there; cell number change, %; measured here: cell count max response;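 cells counted by Cell Tracker Red CMTPX staining in the red channel; peak over a dose series mostly up to 46.1 µM; percent activity relative to internal control wells on each plate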
* hit, by the source's call; i = inactive; ? = inconclusive; / = no result given; [ ] = another dose, or the depositor's remark. On the % scale 0 is the no-effect control and ±100 the full control effect; potency means the concentration at half of the fitted maximal effect. The list is partial; rates above refer to the full screens.

Molecule | Lipid storage S3 | Lipid storage S3 cell count max
COc1ccc(NC(=O)C2C3C=CC(C3)C2C(=O)NCc2ccco2)c(OC)c1 (stereo not given) | 4.8% | 7.3
Cc1ccc(Oc2ncccc2NC(=O)CC2(CC(=O)O)CCCC2)c2c1CCC2 | 16.9% | /
O=C(CCCCCNC(=O)N1CCn2c1nc1ccccc12)N[C@@H](Cc1ccccc1)C(=O)O | ? | /
Cc1ccc(C2(C)NC(=O)N(CC(=O)N3CCN(C(=O)c4cccs4)CC3)C2=O)cc1 (stereo not given) | ? | /
COc1cccc(NC(=O)CN(C)C(=O)c2ccc(N3CCCCC3)c([N+](=O)[O-])c2)c1 | ? | /
CC(=O)N(CC1CCCO1)C1(C(=O)NC2CCCC2)CCCCC1 (stereo not given) | ? | /
CCC(=O)N(Cc1cc(=O)[nH]c2ccccc12)c1ccc(C)cc1C | i | 9.7
CCOc1cc(C(=O)Nc2cccc3ncccc23)cc(OCC)c1OCC | ? | /

Looked up by compound from the list above:
Molecule | Lipid storage S3 | Lipid storage S3 cell count max
CCOc1cc(C(=O)Nc2cccc3ncccc23)cc(OCC)c1OCC | ? | /
Cc1ccc(C2(C)NC(=O)N(CC(=O)N3CCN(C(=O)c4cccs4)CC3)C2=O)cc1 (stereo not given) | ? | /
CCC(=O)N(Cc1cc(=O)[nH]c2ccccc12)c1ccc(C)cc1C | i | 9.7
Cc1ccc(Oc2ncccc2NC(=O)CC2(CC(=O)O)CCCC2)c2c1CCC2 | 16.9% | /

Continued.
Molecule | Lipid storage S3 | Lipid storage S3 cell count max
CCOC(=O)CSc1nc2cc(C(=O)NCC3CCCO3)ccc2c(=O)n1Cc1ccco1 (stereo not given) | ? | /
CC(=O)Nc1c(C(=O)N2CCOCC2)cnn1-c1ccc(C)c(C)c1 | ? | /
COc1cc(NC(=O)CN(C)S(=O)(=O)c2ccc3c(c2)CC(C)N3C(C)=O)cc(OC)c1 (stereo not given) | ? | /
Cc1cc(C)c2c(c1)c1nnc(SCCN3CCOCC3)nc1n2C | i | -4.2
CN(C(=O)c1ccccc1Br)C1CCS(=O)(=O)C1 (stereo not given) | ? | /
Cc1cccc(OC(=O)c2sc(Cl)nc2C)c1 | 2.4% | 0.8
C=CCNC(=S)NNC(=O)CCC(O)COCCC(C)C (stereo not given) | 5.4% | 0.5
COC(=O)c1ccccc1OCCOc1ccccc1C(=O)OC | ? | /
CC(=O)NCCC(=O)Nc1cc(S(=O)(=O)N2CCCCC2)ccc1N1CCN(C)CC1 | ? | /
O=C(NCCN1CCOCC1)c1cccn2c(=O)c3c4c(sc3nc12)CCCC4 | 15.8% | -12.5
COc1cccc2cc(-c3nnc(SCC(=O)Nc4ccc(NC(C)=O)cc4)n3C)oc12 | i | 3.8
Cc1ccc(Cn2ncc3c(N4CCN(C)CC4)ncnc32)cc1 | -10.7% | -17.5
Cc1cc(C)c2cc(CN(CCO)C(=O)Nc3ccc(Cl)cc3)c(=O)[nH]c2c1 | ? | /
CC(C)c1nnc(NC(=O)CSc2nc3ccccc3[nH]2)s1 | 4.5% | 19.6
OC(c1ccc(Cl)cc1)c1nccc2ccccc12 (stereo not given) | ? | /
CCOC(=O)CSc1nnc(CNC(=O)c2cc(OC)c(OC)c(OC)c2)n1C | -8.9% | 11.7
Cc1ccc(C)c(Cn2c3ccccc3c3cnn(CC(=O)NCCN4CCOCC4)c(=O)c32)c1 | ? | /
Cc1cc(C)n(CCNC(=O)CC2C(=O)NCCN2CC2CCCCC2)n1 (stereo not given) | 18.5% | -0.5
COC1CCCCC1Nc1cc(C)cc(C)c1 (stereo not given) | i | -191.1
COc1ccc(CNC(=O)CN(C(=O)c2csnn2)c2cccc(F)c2)cc1 | ? | /
O=C(CN1CCOCC1)Nc1c2c(nc3c1CCC3)CCC2 | 1.4% | -10.6
CC1CC(=O)Nc2ccccc2N1S(=O)(=O)c1cccc(F)c1 (stereo not given) | ? | /
COC(=O)c1cc(-c2c(C)oc3cc(O)ccc3c2=O)c(C)o1 | 2.9% | 3.3
O=C(NCC(c1cccnc1)N1CCN(c2ccc(F)cc2)CC1)c1ccc(F)cc1 (stereo not given) | ? | /

Sorted by SMILES length (rising): some entries from above
Molecule | Lipid storage S3 | Lipid storage S3 cell count max
CC1CC(=O)Nc2ccccc2N1S(=O)(=O)c1cccc(F)c1 (stereo not given) | ? | /
Cc1cc(C)n(CCNC(=O)CC2C(=O)NCCN2CC2CCCCC2)n1 (stereo not given) | 18.5% | -0.5
Cc1ccc(C)c(Cn2c3ccccc3c3cnn(CC(=O)NCCN4CCOCC4)c(=O)c32)c1 | ? | /

Additional structures:
Molecule | Lipid storage S3 | Lipid storage S3 cell count max
O=C(NCc1ccccc1)c1ncn[nH]1 | -2.4% | -3.0
O=C(COc1ccccc1)Nc1ccc(S(=O)(=O)NCc2ccco2)cc1 | ? | /
O=C(CSc1nc2ccccc2n1-c1ccccc1)Nc1ncc(Cl)cc1Cl | 7.6% | 0.8
COc1ccc(OCCCC(=O)Nc2cc(Cl)ccc2-n2cncn2)cc1 | ? | /
Cc1ccc(C(=O)COc2ncnc3cc(Cl)ccc23)cc1 | -4.8% | 7.7
Cc1ccc(C)c(NC(=S)N2CCN(c3ccccn3)CC2)c1 | ? | /
COc1ccc(CN(C)C(C)C(=O)NC2CCCc3ccccc32)cc1 (stereo not given) | 13.2% | 3.2
Cc1ccc(N(CCC(=O)O)S(=O)(=O)c2ccc(C)cc2)cc1 | ? | /
N#C/C(=C1/CCCCCN1)c1nnc2n1CCCCC2 | ? | /
Cc1c(NC(=O)c2ccc(S(=O)(=O)N3CCOCC3)cc2)cccc1[N+](=O)[O-] | ? | /
Cc1nc2ccccc2n1CC(=O)OCC(=O)NCc1ccccc1 | 11.6%[9.22 µM] | 9.4
CC(=O)Oc1ccc(C2(C)CC(C)(C)Oc3cc(OC(C)=O)ccc32)c(OC(C)=O)c1 (stereo not given) | ? | /
C#CCOCCOCCOCCNc1nc(N2CCOCC2)nc(N2CCN(C(=O)[C@H](CCC(=O)O)n3cc(C(N)[C@H](C)CC)nn3)CC2)n1 (stereo not given in full) | -5.1% | 3.6
CC(=O)N1CC(=O)N(CC(=O)Nc2ccc(Br)cc2)C1=S | ? | /
CCOC(=O)N1CCN(CCC(=O)Nc2ccc(F)c(F)c2)CC1 | ? | /
O=C(CC1CCCCC1)NCCS(=O)(=O)N1CCN(c2ccccc2)CC1 | ? | /
CCC(=NCc1ccc(Cl)c(Cl)c1)c1nc(-c2ccco2)oc1O | ? | /
CC(NS(=O)(=O)c1ccc(Cl)cc1)C(=O)OCC(=O)c1ccc[nH]1 (stereo not given) | -3.0% | -8.4
Cc1ccc(/C=C/C(=O)c2c(C)nc3ccccn23)cc1 | -24.7% | 1.5
CCC(C)[C@H](NC(=O)Nc1cccc(OC)c1)C(=O)OC (stereo not given in full) | ? | /
COc1ccc(-c2c[n+](CC(=O)c3ccccc3)c3n2CCCCC3)cc1 | -1.9% | -19.6
Cc1noc(C)c1C(=O)OCC(=O)Nc1cc(S(=O)(=O)N2CCOCC2)ccc1Cl | ? | /
N#Cc1nc(-c2ccccc2)oc1NCCCn1ccnc1 | -0.1% | 11.0
Cc1ccc(OCC(=O)NNC(=S)NC(=O)C2CC2)c(C)c1 | i | -9.3
CN(C)S(=O)(=O)c1ccc(N2CCCC2)c(C(=O)OCC(=O)NC2CCCCC2)c1 | i | /
O=C(Nc1ccccc1N1CCN(c2ccccc2)CC1)c1cccc(F)c1 | ? | /
C/C(CC(=O)Nc1ccc(Cl)cc1)=N\NC(=O)C(=O)NCCO | -1.2% | 14.2
COC(OC)c1ccc(C#N)c(=O)[nH]1 | ? | /
C/C(O)=C(\N=Nc1cc(C)ccc1O)C(N)=O | -3.8% | -1.6
CCC(=O)N1CCN(C(=O)CC)C1c1ccccc1 | ? | /
Cc1cc(C)n2cc(CSC3=NCCS3)nc2n1 | ? | /
Cc1ccc(NC(=O)Cn2nnc(C(=O)NCCc3ccccc3)c2N)cc1Cl | ? | /

One compound at a time (already shown):
COC(=O)c1cc(-c2c(C)oc3cc(O)ccc3c2=O)c(C)o1 is listed as Lipid storage S3: 2.9%; Lipid storage S3 cell count max: 3.3
Cc1c(NC(=O)c2ccc(S(=O)(=O)N3CCOCC3)cc2)cccc1[N+](=O)[O-] is listed as Lipid storage S3: ?; Lipid storage S3 cell count max: /

Next records follow:
Second line of a record – Lipid storage S3	Lipid storage S3 cell count max
Cc1ccc(Nc2nc(N)nc(CN3CCN(c4ccccc4F)CC3)n2)cc1
  ?	/
Cc1ccc(N2CC(C(=O)OCC(=O)c3ccc([N+](=O)[O-])cc3)CC2=O)cc1 (stereo not given)
  ?	/
O=c1/c(=C/c2ccco2)sc2nc(-c3ccccc3Br)nn12
  ?	/
CCOC(=O)Cc1c(C)nc2c(-c3cccc(Br)c3)cnn2c1C
  20.0%	/
COc1ccc(Cl)cc1NC(=O)CN(C)C(=O)Cn1c(=O)oc2ccccc21
  ?	/
Cn1c(=O)c2c(ncn2CC(O)CNc2ccc(Br)cc2)n(C)c1=O (stereo not given)
  ?	/
Cc1ccc(S(=O)(=O)NCC(=O)N(CC(=O)NCc2ccccc2)CC2CCCO2)cc1 (stereo not given)
  i	/
COCc1nnc(NC(=O)CCc2ccc(OC)cc2)s1
  ?	/
O=C(CSc1nnc2ccc(-c3ccncc3)nn12)N1CCCCC1
  ?	/
CCOC(=O)C1C(=O)NC(c2ccccc2)=NC1c1ccc(OC)cc1 (stereo not given)
  ?	/
CCn1c(O)c2ccc(C(=O)N=NC(=O)c3ccccc3)cc2c1O
  -22.0%	-8.1
C[C@]12C=CC(=O)C=C1CC[C@@H]1C2[C@@H](O)C[C@@]2(C)C1CC[C@]2(O)C(=O)COC(=O)CCC(=O)O (stereo not given in full)
  -1.7%	-5.9
CCc1ccccc1N(CC)C(=O)c1cn(CC)c(=O)c2cc(OC)c(OC)cc12
  5.8%	-8.9
Cc1cccc(N(Cc2ccccc2)C(=O)c2ccc(CS(C)(=O)=O)cc2)c1
  -15.0%	10.4
O=C(NCc1ccc2c(c1)OCO2)c1cccs1
  ?	/
COc1ccc(-c2nnn(CC(=O)N(CCCN3CCOCC3)C(C(=O)NC3CCCC3)c3ccco3)n2)cc1 (stereo not given)
  ?	/
C/C(CC(=O)Nc1ccc(N(C)C)cc1)=N\NC(=O)c1ccc([N+](=O)[O-])cc1
  i	-17.7
CN1C(=O)/C(=C/C=C2\SCCN2C)SC1=S
  ?	/
Cc1ccc(C(=O)Nc2ccnc(-c3ccncc3)n2)cc1
  ?	/
C=C(C)c1nc2cc(OC)c(OC)cc2c(=O)o1
  ?	/
C=CCn1c(SCC(=O)NC2CCS(=O)(=O)C2)nnc1-c1ccc(Cl)cc1 (stereo not given)
  2.7%	-0.1
CCc1nnc(NS(=O)(=O)c2ccc(N=CC3=C(O)CC(C)(C)CC3=O)cc2)s1
  -2.1%	-8.4
CC(C)(C)OC(=O)N1CCCN(C(=O)Nc2cccc(Cl)c2)CC1
  -6.5%	7.5
O=c1nc2ccccc2c2n1CC(CN1CCN(c3cccc(Cl)c3)CC1)N2 (stereo not given)
  10.2%	-9.5
Cc1cccc(N2CC(C(=O)Nc3nccs3)CC2=O)c1C (stereo not given)
  -10.0%	26.3
COC(=O)C1=C(C)NC(C)=C(C(=O)OCCN(C)Cc2ccccc2)C1c1cccc([N+](=O)[O-])c1 (stereo not given)
  ?	/
Cc1ccc(-c2nnc(-c3ccccc3Br)o2)cc1
  ?	/
O=C(O)C/C(=C\c1cccc(NC(=O)c2ccccc2Cl)c1)c1nc2ccccc2s1
  1.3%	-7.1
CCN(c1cccc(C)c1)S(=O)(=O)c1cc(CN2C(=O)c3cccnc3C2=O)ccc1OC
  8.2µM*	7.6*
COC(=O)c1ccccc1NC(=O)CCCn1nc(C)c2c(C)n(-c3ccccc3)nc2c1=O
  i	5.4
CC(C)(C)c1ccc(C(=O)N/N=C/c2cccc(Cl)c2)cc1
  ?	/
Cn1c2ccccc2c(=O)c2ccc(C#CC3(O)CCCCC3)cc21
  ?	/
O=C(O)C(Cc1ccc(O)cc1)N1C(=O)C2CCCCC2C1=O (stereo not given)
  14.5%	-9.1
O=C(CCCc1cccs1)Nc1nc2c(s1)CCCC2
  i	/
CCOc1ccc(CCNC(=O)C2CCCN(S(=O)(=O)c3c(C)n[nH]c3C)C2)cc1OCC (stereo not given)
  i	/
Cc1oc2ccccc2c1CNC(=O)N(C)C
  ?	/
COCCNC(=O)c1ccc2snnc2c1
  ?	/
COc1ccc(NC(C)=O)cc1S(=O)(=O)N(C)Cc1c(C)nn(-c2ccccc2)c1C
  ?	/
Cc1n[nH]c(C)c1N1C(=O)c2cccc3c(Br)ccc(c23)C1=O
  ?	/
CCOc1ccc2[nH]c3nc(SCC(=O)NC4CCCC4)nnc3c2c1
  ?	/
O=C(Nc1ccc(Oc2ccc(NC(=O)Nc3ccc([N+](=O)[O-])cc3)cc2)cc1)Nc1ccc([N+](=O)[O-])cc1
  ?	/
COc1ccc(C2C(C(=O)Nc3ccccc3)=C(C)Nc3nc(CCCO)nn32)cc1 (stereo not given)
  1.8%	21.6
CCCCCn1nc(C)c(/C=N\NC(=O)c2cc(C)oc2C)c1C
  3.1%	-0.7
Cc1ccc(-c2ccc(SCC(=O)NC3CCCCC3)nn2)cc1
  i	/
CCOC(=O)C1(C(F)(F)F)N=C(c2ccccc2F)OC(N(C)C)=N1 (stereo not given)
  -9.7%	7.5
CCOc1ccc(NC(=O)N2CCN(S(C)(=O)=O)CC2)cc1
  5.6%	-1.8
O=C(NC1(Cc2ccc(O)cc2)CCCCC1)c1ccccc1
  5.17µM*	-23.1*
CC(C)COC(=O)Nc1nnc(SCc2ccccc2F)s1
  i	/

Screens (PubChem)
